Screens from PubChem BioAssay.
PNC inhibitor: High Content Assay for Compounds that inhibit the Assembly of the Perinucleolar Compartment; PC3M PTB-GFP, PNC prevalence imaging, 16 h; active compounds read low; activity change (PNC), negative = inhibition, % at 10 µM; 140,000 tested, 3.1% active;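 active = readout at or below -70, meaning at least 70% loss of cells showing the perinucleolar compartment, a nuclear body marking cancer cells; inconclusive = readout between -30 and a set limit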;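 also: plate controls were DMSO wells for no effect and camptothecin positive control wells for full effect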
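Read-out is percentage of cells bearing a perinucleolar compartment, from automated 20x imaging of fixed, Hoechst-stained PC3M PTB-GFP cells. Cells were seeded 4 h, then exposed 16 h to compound (23 nl of library stock) in duplicate plates.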
15-hLO-2 inh: qHTS Assay for Inhibitors of 15-hLO-2 (15-human lipoxygenase 2). Polyunsaturated fatty acid lipoxygenase ALOX15B (Homo sapiens), O15296. purified 15hLO-2, xylenol orange hydroperoxide absorbance. Potency, µM (series often up to 57.1 µM), for the others: top-dose activity change, negative = inhibition, most hits filed as inhibitors. 110,000 tested, 0.56% active; also: potency is read from the fitted curve at half-maximal effect; nearly all actives have a fitted effect of over 60% in size; many of its hits are not listed in these tables
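Enzyme 50 nM, AA 45 uM, 25 mM Hepes pH 7.5 + 0.01% Triton X-100; cpd preinc 15 min RT, rxn 90 min RT; stop/detect with 200 uM XO + 300 uM Fe(II) in 50 mM H2SO4, 30 min; A573/A405.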
12-hLO inh: qHTS Assay for Inhibitors of 12-hLO (12-human lipoxygenase); purified 12-hLO, xylenol orange hydroperoxide absorbance; Potency, µM (top dose mostly 57.1 µM), without a hit: top-dose activity change, negative = inhibition, most hits filed as inhibitors; 150,000 tested, 0.12% active; also: potency is read from the fitted curve at half-maximal effect; nearly all actives have a fitted effect of over 55% in size; many of its hits are not listed in these tables
Target sequence (P18054 whole entry, looked up): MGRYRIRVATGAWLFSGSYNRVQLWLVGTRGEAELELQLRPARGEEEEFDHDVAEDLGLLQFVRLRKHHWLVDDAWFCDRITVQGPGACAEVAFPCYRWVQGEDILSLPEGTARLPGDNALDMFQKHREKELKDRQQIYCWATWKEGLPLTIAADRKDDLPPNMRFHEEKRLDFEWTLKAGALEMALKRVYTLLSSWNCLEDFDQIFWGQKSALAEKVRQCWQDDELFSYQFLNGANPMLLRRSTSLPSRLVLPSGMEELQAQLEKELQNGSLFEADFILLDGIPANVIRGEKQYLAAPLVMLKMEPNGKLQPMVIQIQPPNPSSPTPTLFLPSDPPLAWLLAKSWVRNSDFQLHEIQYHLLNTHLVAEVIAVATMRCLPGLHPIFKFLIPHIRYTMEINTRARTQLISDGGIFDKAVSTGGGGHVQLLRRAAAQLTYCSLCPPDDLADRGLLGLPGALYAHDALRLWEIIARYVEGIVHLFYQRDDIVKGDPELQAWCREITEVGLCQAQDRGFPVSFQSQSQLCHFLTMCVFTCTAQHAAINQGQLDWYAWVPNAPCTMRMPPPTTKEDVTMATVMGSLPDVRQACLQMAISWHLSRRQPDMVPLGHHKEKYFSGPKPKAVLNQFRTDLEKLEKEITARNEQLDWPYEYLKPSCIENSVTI
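Purified human 12hLO (150 nM), preincubated 15 min with compound, then 40 uM arachidonic acid for 30 min, room temperature, Hepes pH 7.0 with 0.01% Triton X-100. Hydroperoxide detected by ferrous iron/xylenol orange; 573/405 nm absorbance ratio gives reaction progress.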
IMPase cell inh: qHTS Assay for Identifying the Cell-Membrane Permeable IMPase Inhibitors | Inositol monophosphatase 1 (Rattus norvegicus), P97697 | CHO-M1 cells, IP1 accumulation, HTRF TR-FRET ratio | inhibition (IP1 accumulation), % at 46.1 µM | 120,000 tested, under 10 active | AID 901, 2007; active = well fitted curve in the direction sought with a large enough effect in the signal ratio, not every such curve was filed as active; inconclusive = small, poorly fitted or top-dose-only effect, or a change in a side signal; inactive = no such curve, though single readings can be large or run the other way; the % refers to the signal ratio;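 also: cells stimulated with carbachol in lithium chloride buffer; plate controls were DMSO basal wells for no effect and reference inhibitor wells for full effect; higher means more IMPase inhibition seen as more IP1 and lower FRET ratio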
Target sequence (P97697 whole entry, looked up): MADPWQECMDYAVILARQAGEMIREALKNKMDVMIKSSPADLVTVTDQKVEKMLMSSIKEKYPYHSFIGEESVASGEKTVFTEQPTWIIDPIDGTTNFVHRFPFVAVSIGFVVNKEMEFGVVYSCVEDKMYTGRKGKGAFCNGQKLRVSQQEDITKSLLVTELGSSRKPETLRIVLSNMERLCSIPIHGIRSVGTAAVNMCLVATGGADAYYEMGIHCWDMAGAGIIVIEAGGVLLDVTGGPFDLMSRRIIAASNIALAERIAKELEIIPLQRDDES
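The IP-One HTRF competitive assay in carbachol-stimulated CHO-M1 cells quantifies cellular IP1. Compounds spanned up to 46 uM final, and activity is expressed as AC50 from concentration-response fits of the ratio and donor data.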
Active calls of the source: *; ? = inconclusive; . = not tested or not shown; & = joins results of further samples; [ ] = another dose, or the depositor's remark. Unless noted, calls follow the shape of the dose curve; as a rule, active = well fitted curve in the direction sought with a large enough effect; inconclusive = small, poorly fitted or top-dose-only effect, or another doubt; inactive = no such curve, though single readings can be large; an effect the other way counts as inactive or inconclusive. Unless noted, % is scaled to controls: 0 for no effect and ±100 for the full control effect.

Compound	PNC inhibitor	15-hLO-2 inh	12-hLO inh	IMPase cell inh
COC(=O)Cc1[nH]nc2c1C(C1C=CCCC1)C(C#N)=C(N)O2 (stereo not given)	?	7%	0%	-12
CCN1CCN(CCCNC(=O)c2csc3c2CCCCC3)CC1	122	35%[activator]	3%	-1
O=C(CCN1C(=O)S/C(=C\c2cccs2)C1=O)NC1=NCCS1	3	.	-2%	.
Cc1cccc(CCNC(=O)C2CCCN(S(=O)(=O)c3cccc4nsnc34)C2)c1 (stereo not given)	-95*	-3%	12%	1
CCNC(=O)C(C)Sc1ccc(Cl)cc1 (stereo not given)	?	1%	-6%	3
Cc1nn(-c2ccccc2)c2c1C(=O)N(Cc1ccccc1)C(=O)C(C)(C)C2	62	-3%	-1%	5
O=C(CC(=O)c1ccccc1)Nc1cc(C(F)(F)F)ccc1Cl	-21	.	-3%	11
Cc1n[nH]c(C)c1S(=O)(=O)N1CCCCCC1	?	0%	-2%	-1
CC(C)CC(C(=O)OCC(=O)c1c(N)n(C)c(=O)n(C)c1=O)N1C(=O)c2ccccc2C1=O (stereo not given)	10	.	-2%	.
Cc1ccc(S(N)(=O)=O)cc1NC(=O)/C=C/c1cccs1	73	.	11%	?
COc1ccc(C(=O)NNC2=NC(C)(C)Cc3ccccc32)cc1	-1	.	0%	.
O=[N+]([O-])c1cc(/C=N/n2c(-c3cccnc3)n[nH]c2=S)ccc1Cl	-12	.	-3%	7
O=C(CCNC(=O)c1ccccc1Cl)Nc1nc(-c2ccccc2Cl)cs1	28	.	0%	.
Cn1c(=O)c2c3c(sc2n2c(SCC(=O)c4ccccc4)nnc12)COC(C)(C)C3	?	-11%	-1%	12
COc1ccc(N2C(=O)CCC2(C#N)c2ccc(OC)cc2)cc1 (stereo not given)	-12	-10%	-5%	5
CC(=O)Nc1ccc(Oc2ncccn2)c(Cl)c1	20	-1%	8%	3
Cc1ccc(C(=O)CN(Cc2ccccc2)C2=NCCS2)cc1	?	.	-2%	1
Cc1cc(N/N=C/c2ccccc2Br)nc2ccccc12	-3	.	2%	-7
CCC1CCCCN1C(=O)Cn1c(=O)oc2ccccc21 (stereo not given)	18	4%	-1%	2
Cc1cc(C)n2nc(CCc3nc4nc(C)cc(C)n4n3)nc2n1	2	-2%	-7%	13
CCOC(=O)N1CCC(NC(=O)Cn2ncc3c4ccccc4n(C)c3c2=O)CC1	-3	.	-3%	1
COc1ccc(/C=N/NC(=S)NC2CCS(=O)(=O)C2)cc1OC (stereo not given)	-100*	-5%	-2%	-1
CCC1(C)Cc2c(sc3nnn(CC(=O)Nc4ccc(C)cc4)c(=O)c23)CO1 (stereo not given)	?	-4%	-7%	-1
COc1ccc(C(c2nnnn2Cc2ccccc2)N2CCN(C(=O)c3ccco3)CC2)cc1 (stereo not given)	9	-7%	-15%	4
COc1cc(/C=C(\NC(C)=O)C(=O)NC(C)(C)CC(C)(C)C)ccc1OC(C)=O	28	.	-1%	.
c1ccc(OCc2nn3c(Cn4cnc5ccccc54)nnc3s2)cc1	?	3%	2%	8
CCCN1C(=O)C(Cc2nc3ccccc3c(=O)n2-c2ccccc2)c2cc(C)ccc21 (stereo not given)	-19	.	-1%	.
CCCCOc1cccc(C(=O)N(Cc2cccs2)C2CCS(=O)(=O)C2)c1 (stereo not given)	-3	-1%	-7%	-4
CCn1c(CNc2ccc(F)cc2)nnc1SCC(=O)OC1CCCCC1	-114*	-3%	-4%	2
O=c1[nH]c(C2C3CC4CC(C3)CC2C4)nc2ccccc12 (stereo not given)	?	.	0%	.

Structural class, those above containing a cyano group (two)
Compound	PNC inhibitor	15-hLO-2 inh	12-hLO inh	IMPase cell inh
COC(=O)Cc1[nH]nc2c1C(C1C=CCCC1)C(C#N)=C(N)O2 (stereo not given)	?	7%	0%	-12
COc1ccc(N2C(=O)CCC2(C#N)c2ccc(OC)cc2)cc1 (stereo not given)	-12	-10%	-5%	5

Following part.
Compound	PNC inhibitor	15-hLO-2 inh	12-hLO inh	IMPase cell inh
Cc1ccc(CNC(=O)Cn2cc(C(F)(F)F)ccc2=O)cc1	-28	.	1%	.
CC(C)c1ccc(C(=O)N(c2ccccn2)C(C)c2ccco2)cc1 (stereo not given)	?	3%	-4%	2
CCN(CC)CCCNC1CCS(=O)(=O)C1 (stereo not given)	23	5%	2%	-12
C/C(=N\N=C1\NC(=O)CC(C(=O)O)S1)c1cccs1 (stereo not given)	-106*	1%	3%	-1
CCc1c(C(=O)Nc2cc(C)ccc2OC)[nH]c(C)c1C(C)=O	-94*	3%	0%	-7
COc1cc(NC(=O)c2cc3c(C)nc4ccccc4c3o2)cc(OC)c1OC	18	19%	3%	16
CCOc1ccc(N2C(=O)c3cccnc3C2Nc2ccc(F)cc2)cc1 (stereo not given)	6	-13%	-9%	-1
NS(=O)(=O)c1ccc(Nc2nc(-c3ccc(O)cc3O)cs2)cc1	6	?	1%	6
O=C(CSc1nnc(CNc2ccc(F)cc2)n1Cc1ccco1)NC1CC1	18	-8%	-1%	5
CCOC(=O)c1nc(C)n(-c2cc(Cl)cc(Cl)c2)n1	-10	7%	-3%	3
COC(=O)c1ccc(CSc2nc3cc(Cl)ccc3o2)cc1	?	14%	-2%	2
Cc1ccc(-n2c(SCC(=O)NCCN3C(=O)CSC3=O)nnc2-c2ccccc2)cc1C	-7	.	-1%	-7
CCOC(=O)N1CCN(C(=O)Nc2ccccc2Cl)CC1	-9	-7%[11.4 µM]	2%	0[1.84 µM]
Cc1ccc(/C=C/C(=O)N2CCC(Cc3ccccc3)CC2)cc1	-18	.	-5%	.
CCc1ccc(CN(C(=O)c2cc3ccccc3oc2=O)C2CCS(=O)(=O)C2)cc1 (stereo not given)	6	-25%	2%	4&12
CCOC(=O)CC1=C(C#N)C(c2cccnc2)C(C(=O)OCC)=C(N)O1 (stereo not given)	20	-1%	2%	3
CN(C)Cc1ccc(O)c(CCc2ccccc2)n1	-14	.	8%	9
O=C(/C=C/c1ccc(Cl)cc1Cl)n1cccn1	72	5%	2%	5
CCOC(=O)CSc1c(-c2ccc(Cl)cc2)[nH]c2ccccc12	-4	.	2%	.
CCCN(CCC)CCNC(=O)CS(=O)Cc1nc(-c2ccc(C)cc2)oc1C (stereo not given)	42	.	5%	5
Cc1cc(N2CCN(c3cccc(C)c3C)CC2)nc(-c2ccccc2)n1	?	.	-2%	.
CCCNC(=O)N1CCC(C(=O)c2cccc(F)c2)CC1	-13	2%	-1%	?
c1ccc(CSc2ccc(-c3ccc4c(c3)OCO4)nn2)cc1	-29	.	-1%	-3
CC1CCCN(C(=O)Cc2cn(Cc3cccc(Cl)c3)c3ccccc23)C1 (stereo not given)	12	.	-6%	.
CCOCC(=O)N1CCc2ccccc21	55	2%	1%	-7
COC(=O)c1c(NC(=O)CCc2ccc(C)o2)sc(C)c1C	35	-14%	-7%	22
CC1(C)CC(=O)N(Cc2ccccc2)C(=O)C1	14	.	1%	.
O=C(Cn1[nH]c(=O)c2ccccc2c1=O)Nc1ccc(-c2nnc3n2CCCCC3)cc1	-5	-5%	-5%	-5
CN(C)CCOc1cccc(Cl)c1	-12	.	-4%	.
COc1ccc(NC(=O)c2cccnc2SC)cc1S(=O)(=O)N1CCCCC1	-6	.	-5%	3

Five successive entries already listed:
Compound	PNC inhibitor	15-hLO-2 inh	12-hLO inh	IMPase cell inh
Cc1ccc(CNC(=O)Cn2cc(C(F)(F)F)ccc2=O)cc1	-28	.	1%	.
CC(C)c1ccc(C(=O)N(c2ccccn2)C(C)c2ccco2)cc1 (stereo not given)	?	3%	-4%	2
CCN(CC)CCCNC1CCS(=O)(=O)C1 (stereo not given)	23	5%	2%	-12
C/C(=N\N=C1\NC(=O)CC(C(=O)O)S1)c1cccs1 (stereo not given)	-106*	1%	3%	-1
CCc1c(C(=O)Nc2cc(C)ccc2OC)[nH]c(C)c1C(C)=O	-94*	3%	0%	-7

Next section
Compound	PNC inhibitor	15-hLO-2 inh	12-hLO inh	IMPase cell inh
COc1ccc(-n2c(COc3cccc(C)c3)nnc2SCC(=O)NCc2ccco2)cc1	?	-2%	4%	0
CS(=O)(=O)N1CCC(C(=O)N2CCc3ccccc3C2)CC1	4	2%	2%	4
CCOC(=O)c1ccc(NC(=O)c2ccccc2N(C)S(=O)(=O)c2ccccc2)cc1	94	.	3%	7
CC(=O)n1nc(-c2cccc(C)c2)nc1SCC(=O)Nc1ccccc1	?	-5%	4%	-6
COC(=O)CC(NS(=O)(=O)c1cccs1)c1cccc2ccccc12 (stereo not given)	?	2%[11.4 µM]	3%	-1[1.84 µM]
COc1ccc(/C=C2\CCCc3c2nc2ccccc2c3C(=O)OCC(=O)c2c(N)n(C)c(=O)n(C)c2=O)cc1	13	.	-1%	.
COc1ccccc1NC(=O)CCC(=O)O	?	1%	-2%	0
O=C(NCCC1=CCCCC1)C1CCC(CNS(=O)(=O)c2ccccc2)CC1 (stereo not given)	-12	.	0%	.
Cc1ccc(NC(=O)c2sccc2SCc2cccc(C(F)(F)F)c2)cc1	54	-4%	-9%	8
Cc1cccc(OCCCC(=O)Nc2ccc(S(N)(=O)=O)cc2)c1C	-18	.	-1%	.
CC1CC(=O)c2cnc(NCc3ccco3)nc2C1 (stereo not given)	-2	4%	8%	7
O=C(Cn1nnc(-c2ccccc2NC(=O)c2cccs2)n1)Nc1ccccc1	?	0%	-6%	5
c1csc(-c2nnc(N3CCCCCC3)c3ccccc23)c1	61	.	-2%	-11
Cc1ccc(C(=O)OCC(=O)Nc2ccc3c(c2)OCO3)cc1S(=O)(=O)N1CCOCC1	-1	-1%	4%	-1
COC(=O)[C@@H]1C[C@@H]2CC[C@@H](O)C[C@@H]2N1Cc1ccc(N2CCN(C)CC2)cc1	.	17%	-2%	.
c1ccc2c(c1)CCN(CCCNc1nc3ccccc3n3cnnc13)C2	-4	-3%	3%	5
COC(=O)c1c(C)[nH]c(O)c1C=Nc1ccc(C(C)C)cc1	47	-24%	-20%	-5
CCn1c(SCC(=O)Nc2ccccc2N2CCCCC2)nc2c1c(=O)n(C)c(=O)n2C	41	1%[2.29 µM]	-3%	6
CN(C)S(=O)(=O)c1cccc(NC(=O)COC(=O)c2cccc(S(=O)(=O)N3CCc4ccccc4C3)c2)c1	-85*	.	-3%	.
COC(=O)C1=C(C)N(c2ccc(C(=O)OC)cc2)C(=O)C1	?	-20%	5%	1
CCOC(=O)c1c(Nc2ccccc2)sc(/C=C2\C=Nc3ccccc32)c1O	-2	-5%	-3%	8
CCOC(=O)CN(C(=O)CSc1nnc(C)n1-c1ccccc1)c1ccccc1	?	1%	5%	6
CC(N)C(=O)OC(C)(C)Cc1ccc(Cl)cc1 (stereo not given)	.	30%	-6%	.
O=C(NC(=S)NCCN1CCOCC1)c1ccccc1Cl	-24	-21%	0%	3
Cc1cc(C(=O)NCCC(c2ccccc2)c2ccccc2)c(C)o1	-9	1%	-10%	10
CC(=O)NC(Cc1ccccc1)c1ccc2c(c1)OCCCO2 (stereo not given)	?	.	0%	.

This is a subset (hit frequency here may not be typical).
